Screens deposited in PubChem BioAssay by several laboratories.
H69AR inhibit = blocks growth of human H69AR lung tumor cells; H69AR lung tumor viability, ATP luminescence, 72 h; active compounds read low; viability, % at 10 µM; hit rate 6% among 85,000;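 active = viability at or below 40%; inactive = viability above 40%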;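 also: multidrug resistant small cell line overexpressing MRP-1 efflux transporter; 100% = mean luminescence of untreated control wells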
CYP2C19 inhib = inhibitors of human CYP2C19; P33261; CYP2C19 Supersomes, luciferin-H EGE luminescence, 30 min; inhibition, % at 5 µM; hit rate 21% among 96,000;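 active = CYP2C19 inhibition above a set limit at 5 µM in the primary screen, cut at about 50% in these data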;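 also: plate controls were negative control wells for no effect and 2.5 mM tranylcypromine positive control for full effect; values of inactives mirror those of a sister screen read the other way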
Mac1 fbg inh = CD11b/CD18-fibrinogen binding inhibition. hit rate 0.54% among 93,000. K562 CD11b/CD18 adhesion to fibrinogen, ATPlite luminescence; Mn2+ added to activate the integrin. P05107+P11215. AID 1497. inhibition, % at 10 µM;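 active = primary inhibition of 50% or more at 10 µM, then 40% or more on retest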; also: some results filed as inactive read as strong as hits
Target sequence (P05107 whole entry, looked up, other chains not shown): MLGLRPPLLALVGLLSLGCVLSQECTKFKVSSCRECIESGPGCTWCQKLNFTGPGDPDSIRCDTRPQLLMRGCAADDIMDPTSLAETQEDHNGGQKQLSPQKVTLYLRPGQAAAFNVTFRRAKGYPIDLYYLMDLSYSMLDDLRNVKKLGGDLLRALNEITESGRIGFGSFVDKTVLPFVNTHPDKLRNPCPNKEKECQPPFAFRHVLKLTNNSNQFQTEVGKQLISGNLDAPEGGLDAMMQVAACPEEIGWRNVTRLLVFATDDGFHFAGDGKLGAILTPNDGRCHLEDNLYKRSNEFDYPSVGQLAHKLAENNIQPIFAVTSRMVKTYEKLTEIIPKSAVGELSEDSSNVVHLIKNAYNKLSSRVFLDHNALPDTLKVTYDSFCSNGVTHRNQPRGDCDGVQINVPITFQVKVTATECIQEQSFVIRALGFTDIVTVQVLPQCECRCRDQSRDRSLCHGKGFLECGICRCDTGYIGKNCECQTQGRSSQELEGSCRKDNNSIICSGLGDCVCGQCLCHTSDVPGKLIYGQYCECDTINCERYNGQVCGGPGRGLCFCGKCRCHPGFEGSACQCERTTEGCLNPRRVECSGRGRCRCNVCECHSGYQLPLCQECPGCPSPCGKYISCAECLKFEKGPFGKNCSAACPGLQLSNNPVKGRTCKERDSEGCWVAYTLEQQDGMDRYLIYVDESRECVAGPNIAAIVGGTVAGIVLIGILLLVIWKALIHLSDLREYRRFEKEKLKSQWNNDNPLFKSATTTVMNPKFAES
CYP2C19 activ = activators of human cytochrome P450 2C19 | P33261 | recombinant CYP2C19, luciferin-H EGE luminescence; active compounds read high; 0 = fully inhibited enzyme, 1 = untreated enzyme | activation factor at 5 µM | 96,000 tested, under 10 active;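 active = activation factor of at least 2 at 5 µM in the primary screen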;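 also: 0 = wells with 2.5 mM tranylcypromine and 1 = vehicle-only wells; values of inactives mirror those of a sister screen read the other way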
Mac1 fbg enh = increases human CD11b/CD18 adhesion to fibrinogen; K562 CD11b/CD18 adhesion to fibrinogen, ATPlite luminescence; activation, % at 10 µM; hit rate 0.07% among 93,000;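 active = 10 µM primary screen giving 50% or more activity, confirmed by 40% or more on retest at that dose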; also: strong numbers were not always called active; reference of the scale not given here
HUVEC prolif 384 = inhibitors of human endothelial cell proliferation | HUVEC proliferation, CellTiter-Glo luminescence, 72 h; active compounds read low | viability, % at 10 µM (by protocol) | hit rate 1.1% among 86,000;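 active = viability at or below 30%; inactive = viability above 30%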;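 also: 100% = median luminescence of DMSO-only cell control wells on each plate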
Lung fibro prol = blocks proliferation of human lung fibroblasts. LL 47 human lung fibroblast viability, ATP luminescence; active compounds read low. hit rate 1.1% among 85,000. AID 719. viability, % at 10 µM;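 active = viability at or below 50% in the single dose screen; inactive = viability above 50%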;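 also: compound exposure lasted 72 h before the ATP readout; 100% = median luminescence of untreated cell-only wells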
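Test system: LL 47 human lung fibroblasts / Quantity: 1,150 cells in each well / Medium: IMEM growth medium with 15% fetal bovine serum / Incubation: 72 h compound exposure at 37 °C after overnight plating / Detection: CellTiter-Glo luminescence measuring cellular ATP / Read-out: % viability versus median cells-only luminescence / Benchmarks: cell-only wells, no compound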
ERa SRC1 inh = ER-alpha (human) coactivator binding inhibition | P03372 | TR-FRET ER-alpha LBD / SRC-1 peptide, estradiol-bound | hit rate 1.7% among 86,000 | inhibition, % at 25.6 µM; in the data active = inhibition above about 50%;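 also: 0% = receptor plus peptide control and 100% = peptide only without receptor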
ERa SRC1 pot = enhances coactivator binding to human estrogen receptor alpha; AID 639; P03372; coactivator binding (% of control), % at 25.6 µM; TR-FRET ERalpha-LBD/SRC-Cy5 coactivator binding, 2 h; 100 = basal binding, no effect; hit rate 1.3% among 86,000; in the data active = activity above about 200%;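 also: binding measured in presence of low estradiol as agonist stimulus; 0% = peptide alone without receptor and 100% = receptor with peptide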
Starred values were filed as active, the others as inactive; nt = no result given; [ ] = remark or other dose. An unsorted share of the library (roughly 26% active in at least one column).

Start of the data: the first four entries, ahead of the listing:
entry	canonical_smiles	Lung fibro prol	CYP2C19 inhib	Mac1 fbg enh	ERa SRC1 pot	H69AR inhibit	Mac1 fbg inh	ERa SRC1 inh	HUVEC prolif 384	CYP2C19 activ
1	Cc1ccc(NC(=O)CN(c2ccccc2)S(=O)(=O)N(C)C)cc1C	94	nt	nt	95	86	nt	32	94	nt
2	CCCCOc1ccc(C(=O)C(CN2CCOCC2)c2ccccc2)cc1 (stereo not drawn)	92	nt	nt	102[fluorescence artefact?]	1.0*	nt	16[fluorescence artefact?]	2.3*	nt
3	C=CCOC(=O)C1=C(C)NC(=O)NC1/C=C/c1ccccc1 (stereo not drawn)	89	14	-2	99[fluorescence artefact?]	107	-4	4	95	0.9
4	Cc1c(NC(=O)C(CC(=O)O)NCc2ccco2)c(=O)n(-c2ccccc2)n1C (stereo not drawn)	95	nt	nt	119	85	nt	-6	105	nt

The list itself (from the top)
entry	canonical_smiles	Lung fibro prol	CYP2C19 inhib	Mac1 fbg enh	ERa SRC1 pot	H69AR inhibit	Mac1 fbg inh	ERa SRC1 inh	HUVEC prolif 384	CYP2C19 activ
1	Cc1ccc(NC(=O)CN(c2ccccc2)S(=O)(=O)N(C)C)cc1C	94	nt	nt	95	86	nt	32	94	nt
2	CCCCOc1ccc(C(=O)C(CN2CCOCC2)c2ccccc2)cc1 (stereo not drawn)	92	nt	nt	102[fluorescence artefact?]	1.0*	nt	16[fluorescence artefact?]	2.3*	nt
3	C=CCOC(=O)C1=C(C)NC(=O)NC1/C=C/c1ccccc1 (stereo not drawn)	89	14	-2	99[fluorescence artefact?]	107	-4	4	95	0.9
4	Cc1c(NC(=O)C(CC(=O)O)NCc2ccco2)c(=O)n(-c2ccccc2)n1C (stereo not drawn)	95	nt	nt	119	85	nt	-6	105	nt
5	CCN(CC)C(=O)c1sc(N)c(C#N)c1C	102	10	-3	97	98	-6	-3	99	0.9
6	CCn1c(-c2ccc(Cl)cc2)n[nH]c1=S	101	26	0	66	98	11	0	46	0.7
7	CC(=O)c1ccc(NC(=O)CCNS(=O)(=O)c2cccc3nonc23)cc1	103	49	5	117[fluorescence artefact?]	103	-21	12[fluorescence artefact?]	96	0.5
8	Cc1cc(C(=O)Nc2cccnc2)cs1	95	13	1	100	89	-2	26	94	0.9
9	COC(=O)c1ccccc1S(=O)(=O)N(Cc1ccco1)Cc1cc2cc(OC)ccc2[nH]c1=O	104	68*	-1	108	55	-2	1	91	0.3
10	CC1CCCC(NC(=O)c2ccc3c(=O)n(CC4CCCO4)c(=O)[nH]c3c2)C1C (stereo not drawn)	nt	18	-2	nt	nt	-1	nt	nt	0.8
11	CC1CCN(C(=O)c2ccc(NS(C)(=O)=O)cc2)CC1	102	-7	3	89	80	-20	13	98	1.1
12	CC(C)(C)C1CCc2[nH]c3ccccc3c(=O)c2C1 (stereo not drawn)	98	19	-3	107	44	1	3	91	0.8
13	N#CCCN1CCNCC1	106	9	-8	99	94	-7	-4[fluorescence artefact?]	101	0.9
14	CCOC(=O)c1nnn(-c2nonc2N)c1CN1CCc2ccccc2C1	92	8	8	106	81	-29	-4	90	0.9
15	S=C(Nc1ccccc1)N1CCn2c1nc1ccccc12	98	5	-3	70[fluorescence artefact?]	48	-1	7	79	1
16	Nc1c(C(=O)NCc2ccccc2)nnn1Cc1cccc(Cl)c1	45*	6	3	180	27*	-2	-19[fluorescence artefact?]	53	0.9
17	CCOC(=O)C(Oc1ccc(=O)n(-c2ccccc2)n1)C(C)=O (stereo not drawn)	99	56*	2	76[fluorescence artefact?]	96	-13	30	95	0.4
18	O=c1c2ccccc2oc2nc3n(c(=O)c12)CCCS3	99	1	-2	74[fluorescence artefact?]	95	1	18[fluorescence artefact?]	93	1
19	CCOc1ccc(OCCCC(=O)NC2=NCCS2)cc1	nt	37	-6	nt	nt	11	nt	nt	0.6
20	COc1cc(NS(=O)(=O)c2ccc(NC(=O)COc3ccc(C)cc3)cc2)nc(OC)n1	101	25	-1	105	96	-8	-47[fluorescence artefact?]	101	0.7
21	COC(=O)C1=C(C)NC(=O)CC1c1cccc(OC)c1OC (stereo not drawn)	92	17	-2	106	95	-15	-4	110	0.8
22	COc1ccccc1N1CCN(CC(O)COc2ccc3c(c2)CCC3)CC1 (stereo not drawn)	87	4	2	100	74	-3	-8	74	1
23	CN(CC(=O)NCc1cccs1)S(=O)(=O)c1cccc2nsnc12	101	83*	-6	102	93	4	6	104	0.2
24	CCSc1ncnc2c(C#N)c3n(c12)CCCCC3	86	6	3	100	60	10	0	107	0.9
25	COc1ccc(CNC(=O)Cn2nc(C(F)(F)F)c3c2CCC3)cc1	98	18	-4	109	83	nt	1	90	0.8
26	O=C(NC1CC2CCCC(C1)N2Cc1ccco1)NC12CC3CC(CC(C3)C1)C2 (stereo not drawn)	89	-20	-3	97[fluorescence artefact?]	107	-10	4[fluorescence artefact?]	90	1.2
27	COc1cc(NC(=O)c2ccc3c(c2)OCO3)ccc1NC(=O)C(C)C	101	45	-2	115	72	-4	1	92	0.5
28	CCNC(=S)N(Cc1ccc2c(c1)OCO2)C1CC(=O)N(c2ccc(F)cc2)C1=O (stereo not drawn)	nt	94*	-6	nt	nt	-14	nt	nt	0.1
29	COc1ccc(C(=O)Nc2cc(OC)c(NC(=O)c3ccco3)cc2OC)cc1	109	34	-2	80	92	-4	8	85	0.7
30	CCN(CC)CCNC(=O)c1ccccn1	91	6	nt	110	104	nt	-9	98	0.9
31	COCC(=O)Nc1cc(C(=O)Nc2cccc(C)c2C)ccc1Cl	nt	0	0	nt	nt	0	nt	nt	1
32	CCOc1ccc(-c2nc(C#N)c(N3CCOCC3)o2)cc1	100	30	5	112	72	-11	-16	94	0.7
33	O=S(=O)(NC1CCCC1)c1ccccc1Cl	102	nt	nt	111	82	nt	-2	95	nt
34	CCN(CC)Cc1c(O)ccc2c(C)c(CC(=O)OC)c(=O)oc12	101	8	2	135	106	-4	-6	97	0.9
35	COc1ccc(Cl)cc1S(=O)(=O)N1CCN(Cc2ccc3c(c2)OCO3)CC1	97	74*	-2	101	91	-9	4	105	0.3
36	Cc1ccc(Nc2nc(C(=O)NCc3ccco3)cs2)cc1	97	86*	1	92	68	7	5	87	0.1
37	CCCCC1CCC(c2nc(-c3cccnc3)no2)CC1 (stereo not drawn)	98	15	6	101	82	2	-3	105	0.9
38	C=C1CSc2nc(=O)c3c4c(sc3n21)CCC4	99	1	0	103	92	11	1	100	1
39	CC(C)CC(NC(=O)OC(C)(C)C)C(=O)NC(C(=O)NC(C)C(N)=O)C(C)C (stereo not drawn)	94	6	3	119	99	-9	-1	87	0.9
40	COCCCNC(=O)CN1CCN(Cc2ccc(Cl)cc2)C1=O	94	5	1	93	98	-9	7[fluorescence artefact?]	89	0.9
41	Cn1c(SCc2nnc3n2CCCCC3)nc2ccccc21	95	-5	-4	100	92	2	3	96	1.1
42	COc1ccc(C(=O)N2CC3(C)CC2CC(C)(C)C3)cc1OC (stereo not drawn)	94	nt	nt	118	89	nt	-4	103	nt
43	Cc1cc(NC(=O)c2ccc(Cl)cc2)c(C(C)C)cc1O	nt	51*	4	nt	nt	-3	nt	nt	0.5
44	CCCN1Cc2cccc(C(=O)NCc3cccs3)c2C1=O	91	73*	5	109	77	-21	-2	92	0.3
45	O=C(Cn1c(=O)n(Cc2ccco2)c(=O)c2c3c(sc21)CCCCC3)c1ccccc1	94	37	nt	67[fluorescence artefact?]	93	nt	66*	96	0.6
46	CCOC(=O)CSC1=C(C#N)C(c2ccc3c(c2)OCO3)CC(=O)N1 (stereo not drawn)	79	32	5	110	23*	-5	-8	69	0.7
47	Cc1ccc2nc(/C(C#N)=C\c3cc(C)n(-c4cccc([N+](=O)[O-])c4)c3C)[nH]c2c1	92	48	-4	118[fluorescence artefact?]	58	-10	-6[fluorescence artefact?]	75	0.5
48	COCCN1CN=C(Nc2nc3ccccc3s2)NC1	96	9	nt	99	86	nt	-11	107	0.9
49	CC1=C(C(N)=O)C(c2cccc(O)c2)n2nc(CCCO)nc2N1 (stereo not drawn)	108	-17	-3	113	90	-5	-12	105	1.2
50	COc1ccccc1C1N(c2ccc(F)cc2)C(=O)C2CCCN21 (stereo not drawn)	94	-4	-1	106	90	1	-12	90	1

Part of the list above with just ERa SRC1 pot, Lung fibro prol and H69AR inhibit:
No.	molecule	ERa SRC1 pot	Lung fibro prol	H69AR inhibit
35	COc1ccc(Cl)cc1S(=O)(=O)N1CCN(Cc2ccc3c(c2)OCO3)CC1	101	97	91
36	Cc1ccc(Nc2nc(C(=O)NCc3ccco3)cs2)cc1	92	97	68
37	CCCCC1CCC(c2nc(-c3cccnc3)no2)CC1 (stereo not drawn)	101	98	82
38	C=C1CSc2nc(=O)c3c4c(sc3n21)CCC4	103	99	92
39	CC(C)CC(NC(=O)OC(C)(C)C)C(=O)NC(C(=O)NC(C)C(N)=O)C(C)C (stereo not drawn)	119	94	99

Further results follow:
entry	canonical_smiles	Lung fibro prol	CYP2C19 inhib	Mac1 fbg enh	ERa SRC1 pot	H69AR inhibit	Mac1 fbg inh	ERa SRC1 inh	HUVEC prolif 384	CYP2C19 activ
51	CCn1c(SCC(=O)c2ccccc2)nnc1-c1ccoc1C	96	97*	2	107	84	-8	4	89	0
52	O=C(C1CCCCN1S(=O)(=O)c1ccccc1)N1CCN(Cc2ccccc2)CC1 (stereo not drawn)	82	62*	-3	108	95	1	6	96	0.4
53	CC(C)Cc1nc2oc3c(NCCCN4CCOCC4)ncnc3c2c2c1CCC2	94	16	nt	102	55	nt	-15	75	0.8
54	CCn1cc(C2=NC(c3ccccc3)CO2)c2ccccc21 (stereo not drawn)	87	nt	nt	95	32*	nt	-5	71	nt
55	Cc1ccc(CCNC(=O)C2CCN(S(=O)(=O)N3CCCC3)CC2)cc1	104	12	-3	81	100	-11	4	100	0.9
56	S=C(Nc1ccccc1)N1CCN(C2CCCCC2)CC1	nt	48	-2	nt	nt	-28	nt	nt	0.5
57	O=C(c1cc2ccccn2n1)N1CCN(c2cccc(C(F)(F)F)c2)CC1	102	14	-4	114	110	6	-8	106	0.9
58	Cc1cc(Nc2cccc(C)c2C)n2ncnc2n1	93	nt	nt	108	89	nt	-4	97	nt
59	CCOc1ccc(NC(=O)CN2CCN(CC(=O)Nc3ccc(C(=O)OC)cc3)CC2)cc1	96	-1	2	124	96	-30	-39	96	1
60	COc1ccccc1N/C(=N/S(=O)(=O)c1ccc(Cl)cc1)c1ccccc1	nt	73*	-4	nt	nt	-45	nt	nt	0.3

Random excerpt: 2 compounds from above, in no set order.
entry	canonical_smiles	Lung fibro prol	CYP2C19 inhib	Mac1 fbg enh	ERa SRC1 pot	H69AR inhibit	Mac1 fbg inh	ERa SRC1 inh	HUVEC prolif 384	CYP2C19 activ
55	Cc1ccc(CCNC(=O)C2CCN(S(=O)(=O)N3CCCC3)CC2)cc1	104	12	-3	81	100	-11	4	100	0.9
57	O=C(c1cc2ccccn2n1)N1CCN(c2cccc(C(F)(F)F)c2)CC1	102	14	-4	114	110	6	-8	106	0.9
